# Bioassay records (PubChem BioAssay)
# ALOX15B inhib: 15-hLO-2 (ALOX15B) enzyme inhibition; purified 15hLO-2, xylenol orange hydroperoxide absorbance; Potency, µM (titrated, usually from 57.1 µM), for the others: at the highest dose activity change, negative = inhibition, hits mostly inhibitors; actives 0.56% (n = 110,000); AID 881; further: potency means the concentration at half of the fitted maximal effect; nearly all actives have a fitted effect of over 60% in size; many of its hits are not listed in these tables
# Target sequence (O15296 whole entry, looked up): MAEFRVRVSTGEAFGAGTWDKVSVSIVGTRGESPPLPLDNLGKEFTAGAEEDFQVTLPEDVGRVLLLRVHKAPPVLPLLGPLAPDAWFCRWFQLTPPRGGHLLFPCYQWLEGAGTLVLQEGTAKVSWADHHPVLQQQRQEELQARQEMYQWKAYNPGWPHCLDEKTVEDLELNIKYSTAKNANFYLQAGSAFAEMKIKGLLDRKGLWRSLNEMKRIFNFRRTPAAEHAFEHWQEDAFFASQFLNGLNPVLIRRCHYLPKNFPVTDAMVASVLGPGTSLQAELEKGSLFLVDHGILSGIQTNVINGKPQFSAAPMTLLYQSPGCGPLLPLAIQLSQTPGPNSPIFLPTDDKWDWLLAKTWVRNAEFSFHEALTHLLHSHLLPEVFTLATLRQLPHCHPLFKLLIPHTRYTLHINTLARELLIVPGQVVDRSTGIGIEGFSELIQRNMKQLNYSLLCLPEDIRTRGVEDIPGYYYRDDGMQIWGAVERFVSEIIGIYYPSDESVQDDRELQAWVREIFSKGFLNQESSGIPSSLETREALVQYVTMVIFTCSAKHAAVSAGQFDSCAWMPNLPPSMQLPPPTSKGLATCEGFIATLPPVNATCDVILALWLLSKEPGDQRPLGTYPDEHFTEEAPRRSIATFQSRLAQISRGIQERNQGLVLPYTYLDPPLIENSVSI
#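 Purified human 15hLO-2 (50 nM final) preincubated with compounds 15 min at room temperature in 25 mM Hepes pH 7.5, 0.01% Triton X-100, then 45 uM arachidonic acid added for 90 min; hydroperoxide detected via ferrous/xylenol orange, 573/405 nm absorbance ratio.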
# ALOX12 inhib: 12-hLO (ALOX12) enzyme inhibition. P18054. purified 12-hLO, xylenol orange hydroperoxide absorbance. Potency, µM (highest dose often 57.1 µM), without a hit: top-dose activity change, negative = inhibition, hits mostly inhibitors. actives 0.12% (n = 150,000). AID 1452; further: potency means the concentration at half of the fitted maximal effect; nearly all actives have a fitted effect of over 55% in size; many of its hits are not listed in these tables
#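 Purified human 12hLO (150 nM final) was preincubated with compounds for 15 min at room temperature in 25 mM Hepes pH 7.0, 0.01% Triton X-100, then reacted with 40 uM arachidonic acid for 30 min. Hydroperoxide was detected with ferrous iron/xylenol orange.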
# PNC inhibitor: inhibitors of perinucleolar compartment assembly; PC3M PTB-GFP, PNC prevalence imaging, 16 h; stronger effect = lower value; activity change (PNC), negative = inhibition, % at 10 µM; actives 3.1% (n = 140,000);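 active means readout at or below -70, meaning at least 70% loss of cells showing the perinucleolar compartment, a nuclear body marking cancer cells; inconclusive means readout between -30 and a set limit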;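 further: plate controls were DMSO wells for no effect and camptothecin positive control wells for full effect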
#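 PC3M cells stably expressing PTB-GFP, 750–1000 cells/well, treated 16 h at 37 °C with compound (23 nl of library stock), in duplicate. After paraformaldehyde fixation and Hoechst stain, imaged at 20x; PNC prevalence scored by image analysis.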
# IMPase cell inh: membrane-permeable compound that blocks inositol monophosphatase | P97697 | CHO-M1 cells, IP1 accumulation, HTRF TR-FRET ratio | inhibition (IP1 accumulation), % at 46.1 µM | 120,000 tested, under 10 active | AID 901; active means well fitted curve in the direction sought with a large enough effect in the signal ratio, not every such curve was filed as active; inconclusive means small, poorly fitted or top-dose-only effect, or a change in a side signal; inactive means no such curve, though single readings can be large or run the other way; the % refers to the signal ratio;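 further: cells stimulated with carbachol in lithium chloride buffer; plate controls were DMSO basal wells for no effect and reference inhibitor wells for full effect; higher means more IMPase inhibition seen as more IP1 and lower FRET ratio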
# Target sequence (P97697 whole entry, looked up): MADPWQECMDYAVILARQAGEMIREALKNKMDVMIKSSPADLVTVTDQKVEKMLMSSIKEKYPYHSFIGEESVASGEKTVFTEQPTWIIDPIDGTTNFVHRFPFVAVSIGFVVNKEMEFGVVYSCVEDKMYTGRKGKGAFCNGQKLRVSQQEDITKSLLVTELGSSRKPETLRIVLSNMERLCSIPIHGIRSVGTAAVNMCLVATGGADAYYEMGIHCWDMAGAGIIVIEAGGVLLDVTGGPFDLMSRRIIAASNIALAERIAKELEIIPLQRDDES
#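 In this qHTS, compounds (final up to 46 uM) act on CHO-M1 cells that are then activated through the M1 receptor with carbachol, in pH 7.4 buffer containing 50 mM LiCl, for 30 min. IP1 accumulation is quantified by the IP-One immunoassay.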
# Active calls of the source: *; ? = inconclusive; / = not tested or not shown; [ ] = dose if it differs, or a comment. Unless noted, the call rests on the fitted dose curve; in most records, active means well fitted curve in the direction sought with a large enough effect; inconclusive means small, poorly fitted or top-dose-only effect, or another doubt; inactive means no such curve, though single readings can be large; an effect the other way counts as inactive or inconclusive. Unless noted, on the % scale 0 is the no-effect control and ±100 the full control effect. The list is partial (hit frequency here may not be typical).
SMILES,ALOX15B inhib,ALOX12 inhib,PNC inhibitor,IMPase cell inh
Cc1nc2nc(-c3ccccc3)[nH]n2c(=O)c1Cc1ccccc1,-5%,3%,?,-14
Cc1sc2ncnc(N3CCOCC3)c2c1C,-2%,0%,-13,5
COc1ccccc1NC(=O)CN(C)S(=O)(=O)c1ccc(F)cc1,2%,-5%,28,?
CCN(CC)c1ccc(/C=N/NC(=O)CN2CCCc3ccccc32)cc1,/,-2%,-24,1
O=C(/C=C/c1cc([N+](=O)[O-])ccc1OC(F)F)Nc1cccc2ccccc12,/,-3%,-24,8
O=C(c1ccc(Cl)c(Cl)c1)N1CCC(=O)N(C(COCc2ccc(Cl)cc2)Cc2ccccc2)CC1 (centres undefined),/,-7%,4,/
CSc1cnc2c(=O)n(C)c(=O)[nH]c2n1,/,1%,?,/
CCc1nc2ccccc2c(C(=O)OCCN2C(=O)c3ccccc3C2=O)c1C,3%,1%,-29,?
O=C(CSc1nc2ccccc2s1)N1CCCCC1,-26%,-4%,?,2
c1cnc(Nc2nc(-c3ccc4ccccc4c3)cs2)nc1,-10%,1%,-23,3
COc1cccc(CNC(=O)C2=C(C)C(=O)OC23CCC(C)CC3)c1 (centres undefined),0%,-4%,-30,0
Cc1cccn2c(=O)c3cc(C(=O)NCCCN4CCOCC4)n(C)c3nc12,-1%,3%,-95*,7
COc1cc(C)c(Cl)cc1S(=O)(=O)n1cnc2ccccc21,5%,8%,37,-3
COc1ccc(C2CC(c3ccc(OC)cc3)n3nc(NC(=O)c4cccs4)nc3N2)cc1 (centres undefined),93%[activator],-4%,31,-7
COCc1cc(C)nc(OCC(=O)N/N=C/c2ccc(O)cc2)c1C#N,/,-1%,34,/
CCn1cc(C(=O)NCC2CCCO2)c(=O)c2cc(S(=O)(=O)N(C)C)ccc21 (centres undefined),/,0%,22,-21
Cc1c(Cl)c([N+](=O)[O-])nn1CCCC(=O)Nc1cccc(Cl)c1Cl,/,-3%,23,-3
C=CCNc1nc(-c2ccc(O)c(C(N)=O)c2)cs1,-7%,-15%,4,7
Cc1cc(C(=O)CSc2nncs2)c(C)n1-c1c(C)n(C)n(-c2ccccc2)c1=O,1%,-7%,5,22
COc1ccc(C(=O)CSc2nnc(-c3ccc(C)cc3)o2)cc1,-4%,1%,5,-4
CCOc1ccc(OCCCCn2ccnc2)cc1,/,5%,10,/
Cc1ccc2[nH]c(=O)c(CN(CCCN3CCOCC3)C(=O)Nc3cccc(Cl)c3)cc2c1,/,-1%,?,/
COc1ccc(NS(=O)(=O)c2cc(C)ccc2C)cc1,-7%,-16%,16,-8
Cn1cccc1Cc1nnc(SCC(=O)NCC2CCCO2)n1CCc1ccccc1 (centres undefined),-10%,-3%,21,-18
COc1cc(/C=N/NC(=O)c2ccc(F)cc2)ccc1OC(=O)c1ccco1,/,-1%,?,/
Cc1nn(CCOc2ccccc2)c(=O)n1-c1cccc(F)c1,4%,-1%,88,-5
Cc1c(OCc2nn[nH]n2)ccc2c3c(c(=O)oc12)CCCC3,-13%,-1%,18,-2
O=C(c1ccc(Cl)c(S(=O)(=O)NCc2ccco2)c1)N1CCN(c2ccccc2F)CC1,-2%,4%,38,7
OC[C@@H]1[C@@H](c2ccccc2)C(c2cccc(Cl)c2)=NN1c1ccccc1,-12%[0.0915 µM],-6%[0.00818 µM],/,/
Cc1ccc(N=C2NC(=O)S/C2=C\c2ccco2)cc1,/,?,1,3
O=C(COC(=O)CCc1c[nH]c(=O)[nH]1)Nc1cccc(Cl)c1,-10%,6%,-19,-4
CCC(C)(C(=O)NC1CCCC1)N(Cc1ccco1)C(=O)c1ccccn1 (centres undefined),-5%,-6%,27,12
Cc1onc(-c2ccccc2Cl)c1C(=O)Nc1cccc2cccnc12,7%,-9%,?,11
COC(=O)c1ccc(C(NC(=O)OCc2ccccc2)/C(=C/[C@@H](C)C(=O)NCc2ccc(OC)c(OC)c2)c2cccnc2)cc1 (some centres undefined),6%,2%,/,/
COc1ccc(CN2CCOCC2)cc1,-2%,9%,-25,0
CC(=O)Nc1nc(-c2ccccc2)ns1,/,0%,-100*,-2
CC1Cc2nc(SCC(=O)Nc3ccc4c(c3)OCO4)n(CCc3ccccc3)c(=O)c2S1 (centres undefined),/,-6%,?,15
COc1cc2c(cc1NC(=O)CSc1nccn1C)oc1ccccc12,/,0%,?,/
O=C(c1ccccc1Oc1nnnn1-c1ccccc1)N1CCOCC1,-1%[2.29 µM],0%,-18,-5
O=C(COC(=O)C1CCN(S(=O)(=O)c2cccs2)CC1)c1cc2ccccc2o1,?,-9%,?,1
Cc1cc(C)c2[nH]c(=O)c(CN(CC3CCCO3)C(=S)NCc3ccco3)cc2c1 (centres undefined),/,1%,-82*,/
Cc1ccc(S(=O)(=O)NCCc2ccccc2)cc1,3%,-4%,20,-5
CC(=O)Nc1nonc1NC(=O)CSc1ccccn1,-1%,-2%,?,-27
CCN(CC)C(=O)CSc1nnc(-c2cccc(OC)c2)o1,3%,-1%,-1,-9
COC(=O)C1=NN(N=O)C2(CC(=O)N(c3cc(C)cc(C)c3)C2=O)C1 (centres undefined),-8%,-11%,?,2

# Among those listed so far, these have a Cl atom:
SMILES,ALOX15B inhib,ALOX12 inhib,PNC inhibitor,IMPase cell inh
O=C(c1ccc(Cl)c(Cl)c1)N1CCC(=O)N(C(COCc2ccc(Cl)cc2)Cc2ccccc2)CC1 (centres undefined),/,-7%,4,/
COc1cc(C)c(Cl)cc1S(=O)(=O)n1cnc2ccccc21,5%,8%,37,-3
Cc1c(Cl)c([N+](=O)[O-])nn1CCCC(=O)Nc1cccc(Cl)c1Cl,/,-3%,23,-3
Cc1ccc2[nH]c(=O)c(CN(CCCN3CCOCC3)C(=O)Nc3cccc(Cl)c3)cc2c1,/,-1%,?,/
O=C(c1ccc(Cl)c(S(=O)(=O)NCc2ccco2)c1)N1CCN(c2ccccc2F)CC1,-2%,4%,38,7
OC[C@@H]1[C@@H](c2ccccc2)C(c2cccc(Cl)c2)=NN1c1ccccc1,-12%[0.0915 µM],-6%[0.00818 µM],/,/
O=C(COC(=O)CCc1c[nH]c(=O)[nH]1)Nc1cccc(Cl)c1,-10%,6%,-19,-4
Cc1onc(-c2ccccc2Cl)c1C(=O)Nc1cccc2cccnc12,7%,-9%,?,11

# (further entries)
SMILES,ALOX15B inhib,ALOX12 inhib,PNC inhibitor,IMPase cell inh
COc1ccc(-c2nc3ncccn3c2Nc2ccc3c(c2)OCCO3)cc1,-4%,3%,?,3
O=[N+]([O-])c1cc(-c2nnc(-c3ccccc3)o2)ccc1Oc1ccc(Cl)cc1,/,-4%,?,-2
Cc1ccc(S(=O)(=O)/N=C2\CN(C)C(=O)N2C)cc1,/,1%,-113*,/
Cc1ccc(NC(=O)CCC(=O)OCc2ccc(Br)cc2)cc1,/,-4%,-5,/
CC(c1ccccc1)n1cc(C(=O)NCc2cccnc2)nn1 (centres undefined),-2%,4%,-2,3
O=C(c1cc2nc(-c3ccco3)cc(C(F)(F)F)n2n1)N1CCN(c2ccccc2)CC1,-18%,-3%,42,11
Cc1cc(C)cc(N2C(=O)C3C4C=CC(C4)C3C2=O)c1 (centres undefined),-5%,5%,7,-6
Cc1ccc(S(=O)(=O)N2CCC(C(=O)Nc3nnc(-c4ccco4)s3)CC2)cc1,-14%,-6%,?,-2
O=C(Nc1ccn(Cc2ccccc2F)n1)c1ccc(COc2ccc(Cl)cc2Cl)o1,7%,-22%,17,4
CCCCOc1ccc(C(=O)OCC(=O)Nc2cc(C)c(C)cc2[N+](=O)[O-])cc1,/,3%,-13,/
Cc1ccc(C)c(S(=O)(=O)NCc2ccc(C(=O)N3CCCCC3C)cc2)c1 (centres undefined),-2%,-3%,?,0
N#Cc1c(NC(=O)C(F)(F)F)sc2c3c(=O)c4ccccc4c(=O)c=3oc3ccccc3c12,-11%[11.4 µM],-6%[11.4 µM],/,/
O=C1c2ccccc2S(=O)(=O)N1CCOc1ccc(F)cc1,0%,-5%,-15,0
Cc1oc(-c2ccc(F)cc2)cc1-c1nn2c(-c3ccoc3C)nnc2s1,-8%,-29%,9,-9
CCN(C(=O)CN(C)Cc1c(F)cccc1Cl)c1c(N)n(Cc2ccccc2)c(=O)[nH]c1=O,/,1%,?,4
COc1ccc(S(=O)(=O)/N=C2/C=CC(=O)C(C)=C2C)cc1,13µM*,-22%,-28,5
Cc1cccc(CCNC(=O)C2CCC(CNc3c(N4CCCC4)c(=O)c3=O)CC2)c1 (centres undefined),5%,-3%,?,-2
Oc1[nH]c2c(Cl)cc(Cl)cc2c1N=NC(=S)NCC1CCCO1 (centres undefined),/,-3%,23,4
CCCC(=O)Nc1cccc(NC(=O)c2ccc([N+](=O)[O-])cc2Cl)c1,/,0%,?,6
COCC(=O)N1CCC2(CCCN(Cc3ccccc3)C2)CC1,4%,-2%,/,/
CN(C)C(=O)CCc1nc2sc3c(c2c(=O)[nH]1)CCCC3,5%,2%,?,-8
O=C(CNc1cccc2ccccc12)N/N=C/c1ccc(OC(=O)/C=C/c2ccco2)cc1,/,-6%,-19,9
CCOC(=O)N1CCN(C(=O)Cn2cc3c(n2)CCCC3)CC1,2%,2%,?,14
COC(=O)c1cc(C)sc1NC(=O)CCCC(=O)O,5%,0%,-119*,3
COc1cc(NC(=O)c2ccc(C)cc2)c(OC)cc1NC(=O)CN1CCOCC1,-1%,-3%,?,-3
Cc1cc(NC(=O)Nc2ccc(F)cc2)no1,13%,2%,-3,-1
Cc1cc(NC(=O)Cn2nnc3sc4c(c3c2=O)CCCC4)no1,-1%,-8%,-7,2
Cc1cc(C)c(-c2csc(NC(=O)/C=C/c3cccs3)n2)c(C)c1,/,-4%,-21,15
O=C(c1ccccc1)c1cccn1CC(=O)N1CCN(c2ccc(F)cc2)CC1,3%,-8%,19,4
O=C(Nc1ccc2oc(-c3ccccc3Cl)nc2c1)c1ncn[nH]1,29%,0%,-22,-1
CC(=O)Nc1ccc(NC(=O)CSc2nc3ccccc3o2)cc1,/,-1%,45,/
O=C(Nc1ccc(C2CCCCC2)cc1)C1CCCN(c2ncccn2)C1 (centres undefined),13%,-1%,-21,?
CC(=O)Nc1ccc(NC(=O)Cn2cc3c(n2)CCC(C)C3)cc1 (centres undefined),/,16%,?,8
CC(=O)N1CCc2cc(S(=O)(=O)NC(C(=O)Nc3ccc4c(c3)OCCO4)C(C)C)ccc21 (centres undefined),4%,-5%,7,13
COc1ccc(OC)c(/C=N/NC(=O)c2cc(-c3ccc(C)o3)nc3ccccc23)c1,/,9%,-12,/
COc1ccc2c(c1)OC/C(=C\c1ccc(OC)c(O)c1)C2=O,?,-24%,/,/
COC(C(=O)NC(C(C)C)C(C)C)c1ccccc1 (centres undefined),/,-1%,-23,/
CCCCN1CN(Cc2ccco2)CNC1=S,/,-3%,0,-3
COc1ccc(NC(=O)c2cnc(C)cn2)cc1-n1cnnn1,0%,0%,-19,-11
CC(C(=O)Nc1c2c(cc3c1CCC3)CCC2)N1CCCC1 (centres undefined),/,1%,?,/
CC(C)Nc1oc(Cc2cccc3ccccc23)nc1C#N,-16%,-14%,?,11
O=C(c1ccc(COc2ccccc2Cl)o1)N1CCCC1,-3%,-1%,?,0
COCCCN1C(=O)c2ccc(C(=O)O)cc2C1=O,2%,0%,-1,4
COc1ccc(CCNC(=O)CSc2nnc(NC(C)=O)s2)cc1OC,/,0%,0,/
CCC(OC(=O)CCc1nc2ccccc2[nH]c1=O)C(=O)c1ccccc1 (centres undefined),-3%,1%,?,0
CN(C(=O)C1CCCO1)c1nnc(-c2ccccn2)s1 (centres undefined),2%,3%,3,11
Cc1nc(SCC(=O)OCc2ccccc2)c(C#N)c(-c2ccccc2)c1C(=O)Nc1ccccc1,2%[11.4 µM],1%,8,-11[1.84 µM]
